Bioassay records: PubChem BioAssay, MTDP
RNase H inhibition – RNase H inhibition, HIV 1 Gag Pol polyprotein, FRET biochemical assay, screening (AID 372); HIV-1 RT RNase H, FRET RNA/DNA substrate fluorescence; higher % means a stronger effect; inhibition, % at 10 µM; hits with a dose series show IC50 in µM; 100,000 tested, 0.77% active; in the data active = inhibition above about 50%
Starred values were filed as active, the others as inactive. Not all compounds are listed (hit frequency here may not be typical).

SMILES,RNase H inhibition
O=C(Cc1ccc([N+](=O)[O-])cc1)NCc1ccc(Cl)cc1,13.0%
CCOc1ccc(C(=O)NC(=S)Nc2ccccn2)cc1Cl,12.0%
O=C(CN1C(=O)c2ccccc2C1=O)N1CCN(c2ccccc2Cl)CC1,8.0%
CSc1ccc(S(=O)(=O)N(CC(=O)N2CCCCCC2)c2ccc(C)cc2)cc1,21.0%
COC(=O)C1=C(C)NC2=C(C(=O)c3ccccc32)C1c1ccc(OCc2ccc(Cl)cc2Cl)c(OC)c1 (stereo unspecified),11.0%
CSc1ccc(/C=N/n2c(C)nnc2C)cc1,8.0%
Cc1c(N=Cc2ccc[nH]2)cccc1[N+](=O)[O-],9.0%
Cc1cc(OCC(=O)N2CCN(c3ccccc3)CC2)ccc1Br,12.0%
CCOc1cc(CN2CCN(Cc3ccc4c(c3)OCO4)CC2)ccc1O,11.0%
COc1c(Cl)cc(Cl)cc1/C=N/NC(=O)c1ccncc1,38.0%
CCN1C(=O)/C(=C\C=C\c2ccccc2[N+](=O)[O-])SC1=S,31.0%
COCCOC(=O)C1=C(C)NC2=C(C(=O)CCC2)C1c1ccc(Br)cc1 (stereo unspecified),0.0%
CCOC(=O)c1c(C)n(C)c2cc(Br)c(O)c(CN(C)C)c12,7.0%
O=C(COc1ccccc1Cl)Nc1nc(-c2ccccc2)cs1,17.0%
CCOC(=O)COc1ccc(C2NC(=S)NC(C)=C2C(=O)OC)cc1OC (stereo unspecified),6.0%
O=C1OC(COc2ccccc2)CN1c1ccc(Cl)c(Cl)c1 (stereo unspecified),5.0%
O=C(CCCOc1ccc(Cl)cc1Cl)Nc1ncn[nH]1,1.0%
C=CCN1C(=O)C2C3c4ccccc4C(c4ccccc43)C2C1=O (stereo unspecified),10.0%
COc1ccc(/C=C2/C=C(c3ccc(OC)cc3OC)OC2=O)c(OC)c1,13.0%
O=C1c2ccccc2C(=O)N1CN1c2ccccc2CCc2ccccc21,6.0%

Molecules above that contain an aryl methoxy group, in the order listed:
SMILES,RNase H inhibition
COC(=O)C1=C(C)NC2=C(C(=O)c3ccccc32)C1c1ccc(OCc2ccc(Cl)cc2Cl)c(OC)c1 (stereo unspecified),11.0%
COc1c(Cl)cc(Cl)cc1/C=N/NC(=O)c1ccncc1,38.0%
CCOC(=O)COc1ccc(C2NC(=S)NC(C)=C2C(=O)OC)cc1OC (stereo unspecified),6.0%
COc1ccc(/C=C2/C=C(c3ccc(OC)cc3OC)OC2=O)c(OC)c1,13.0%

Ordered by SMILES length (rising): some entries from above.
SMILES,RNase H inhibition
Cc1cc(OCC(=O)N2CCN(c3ccccc3)CC2)ccc1Br,12.0%
O=C(Cc1ccc([N+](=O)[O-])cc1)NCc1ccc(Cl)cc1,13.0%
COC(=O)C1=C(C)NC2=C(C(=O)c3ccccc32)C1c1ccc(OCc2ccc(Cl)cc2Cl)c(OC)c1 (stereo unspecified),11.0%

New compounds follow:
SMILES,RNase H inhibition
COc1cc(C2C(C(=O)OCCc3ccccc3)=C(C)NC3=C2C(=O)CC(c2ccccc2)C3)cc(Br)c1O (stereo unspecified),1.0%
COc1ccc(N(CC(=O)Nc2cccc(C(F)(F)F)c2)S(=O)(=O)c2ccccc2)cc1,4.0%
NC(=S)n1[nH]c(-c2ccccc2)c(N=Nc2ccccc2O)c1=O,2.0%
COC(=O)c1ccccc1NC(=O)c1cc(I)ccc1Cl,5.0%
Cc1cc(C)c(C(=O)/C=C/c2ccncc2)c(=O)[nH]1,8.0%
COc1ccc(CCNC(=O)CN(c2cccc(C)c2)S(=O)(=O)c2ccccc2)cc1,14.0%
COc1cc(/C=C2\SC(N)=NC2=O)ccc1OS(=O)(=O)c1ccccc1[N+](=O)[O-],16.0%
Cc1ccc(C)c(N2CCN(C3CC4CCC3C4)CC2)c1 (stereo unspecified),11.0%
COc1ccc(S(=O)(=O)N2CCc3ccccc3C2)cc1,15.0%
N#CC1=C(N)Oc2cc(O)ccc2C1C1CC=CCC1 (stereo unspecified),21.0%
Cc1ccc(S(=O)(=O)NC(C)c2ccccc2)cc1 (stereo unspecified),2.0%
COc1ccc(Cl)cc1C(=O)Nc1nc(C)cc(C)n1,27.0%
CCOc1ccccc1C(=O)Nc1ccc(Cl)cc1[N+](=O)[O-],8.0%
Cc1ccc(OCC(=O)Nc2ccccc2[N+](=O)[O-])c(C)c1,24.0%
Cc1ccc(OCC(=O)Nc2ccccc2-c2ccccc2)cc1,11.0%
O=C(N/N=C/c1ccc(C(=O)O)cc1)/C(=C/C=C/c1ccccc1)NC(=O)c1ccccc1,2.0%
CCOC(=O)c1c(NC(=O)c2cccs2)sc(C(=O)Nc2ccc3c(c2)OCO3)c1C,8.0%
O=C(/C=C/c1ccc([N+](=O)[O-])cc1)NC1CCCCC1,25.0%
CCc1cccc(C)c1NC(=O)c1cc(-c2ccc(Cl)cc2)nc2ccccc12,11.0%
N#Cc1ccc(/C=N/NC(=O)c2cccc(Cl)c2)cc1,0.0%
Cc1c(OCC(=O)O)ccc2c3c(c(=O)oc12)CCCC3,1.0%
Cc1cc(Cl)ccc1OCC(=O)NNC(=O)c1cccnc1,9.0%
O=C(Nc1cccc(Cl)c1)C1CC1(c1ccccc1)c1ccccc1 (stereo unspecified),16.0%
O=C(CN1C(=O)S/C(=C/c2ccccc2F)C1=O)Nc1ccccc1C(=O)O,5.0%
COc1ccc(OC)c(/C=N/N(C)c2ccccc2)c1,1.0%
COc1ccc(CNC(=O)c2cnn3c(C(F)(F)F)cc(-c4ccc(OC)cc4)nc23)cc1,17.0%
N/C(=N\c1nc(C(F)(F)F)cc(=O)[nH]1)Nc1ccc(Cl)cc1,7.0%
COC(=O)C1=C(C)NC(=S)NC1c1ccc(OCC(=O)N2CCCCCC2)c(OC)c1 (stereo unspecified),8.0%
COc1ccc(N2C(=O)S/C(=C\c3ccc(F)cc3)C2=O)cc1,13.0%
Cc1cccc(C)c1OCCOc1ccc(Cl)cc1C=C1C(=O)NC(=O)NC1=O,8.0%
C(=C\c1ccccc1)/C=N/Nc1nc(-c2ccccc2)cs1,21.0%
CCOC(=O)C1=NN(c2ccccc2)C(=O)/C1=C\c1ccc(F)cc1,0.0%
COc1ccc(C(c2cc(C(C)(C)C)c(O)c(C(C)(C)C)c2)N2CCOCC2)cc1 (stereo unspecified),13.0%
CCc1ccc(C2C(C#N)=C(SCC(=O)c3cccc(Cl)c3)NC(C)=C2C(C)=O)cc1 (stereo unspecified),35.0%
COc1cc(C2/C(=C(\O)c3ccc(Cl)cc3)C(=O)C(=O)N2CCCCCC(=O)O)ccc1O (stereo unspecified),1.0%
Nc1c(Cl)cc(Br)c2c1C(=O)c1ccccc1C2=O,6.0%
O=C(Nc1ccc(S(=O)(=O)N2CCOCC2)cc1)c1cccs1,5.0%
Cc1ccc(C(=O)Nc2ccc3nc(SCC(=O)N4CCCC4)sc3c2)cc1,4.0%
Cc1ccc(NC(=O)C2CCCN2S(=O)(=O)c2ccc(C)cc2)cc1 (stereo unspecified),7.0%
O=C(Nc1cccc(Cl)c1)c1ccccc1[N+](=O)[O-],9.0%
CCOC(=O)C1=C(N)Oc2c(c(=O)[nH]c3ccc(OC)cc23)C1c1ccc(OC)cc1 (stereo unspecified),2.0%
COC(=O)c1c(-c2ccccc2Cl)csc1NC(=O)/C=C/C(=O)O,6.0%
Cc1ccc(C(=O)/C=C/Nc2ccc(I)cc2)cc1,5.0%
COc1cc(OC)c(C=Nc2cccc(C#N)c2)cc1Br,5.0%
Cc1ccc(N=Cc2ccc(OCc3ccccc3)cc2)cc1I,15.0%
O=C(c1ccc(F)cc1)N1CCN(Cc2ccco2)CC1,14.0%
N#Cc1c(N)sc2c1CCN(CCc1ccccc1)C2,17.0%
CCc1ccc(/C(C)=N/Nc2cc(-c3ccccc3)nc(C)n2)cc1,4.0%
Nc1cc(=O)[nH]c(SCc2ccccc2)n1,1.0%
O=C(CSc1nc2sc3c(c2c(=O)n1-c1ccccc1)CCCC3)NCCO,10.0%
Cc1ccccc1N1CCN(C(=S)c2ccccc2)CC1,0.0%
CC(N)CNc1ccc([N+](=O)[O-])cc1Cl (stereo unspecified),0.0%
Cn1c(=O)n(CCOc2ccc(Br)cc2)c2ccccc21,13.0%
Cc1ccc(CSCCNC(=O)/C=C/c2ccccc2)cc1,1.0%
CCOC(=O)c1ccc(Nc2nc3nonc3[nH]c2=O)cc1,0.0%
Cc1ccccc1NC(=O)Nc1nnc(CCCOc2ccc(Cl)cc2Cl)s1,28.0%
COc1ccccc1N1CCN(Cc2cccc(OCc3ccccc3)c2)CC1,10.0%
O=C(Nc1cccc2ccccc12)N1CCc2ccccc21,5.0%
CCOC(=O)c1ccc(N2C(=O)CC(NCc3ccc4c(c3)OCO4)C2=O)cc1 (stereo unspecified),7.0%
CCc1ccc(C(=O)/C=C/c2cn(-c3ccccc3)nc2-c2cccnc2)cc1,1.0%

Later entries.
SMILES,RNase H inhibition
O=C(NC1C2CC3CC(C2)CC1C3)c1cccc(Br)c1 (stereo unspecified),16.0%
COC(=O)CN1C(=O)/C(=C/c2ccccn2)SC1=S,10.0%
O=C(CN1CCCCCC1)N/N=C/c1ccc(Br)cc1,4.0%
CC(=O)N1c2ccccc2NC2=C(C(=O)CC(C)(C)C2)C1c1ccc(N(C)C)cc1 (stereo unspecified),14.0%
CCOC(=O)c1sc(NC(=O)COc2ccc([N+](=O)[O-])cc2)c(C(=O)OCC)c1C,8.0%
CCOC(=O)N1CCN(C(=O)C2CCN(Cc3ccc(OCc4ccccc4)c(OC)c3)CC2)CC1,7.0%
COc1ccc(/C=C2\SC(N3CCN(C(=O)CCCN4C(=O)/C(=C/c5cccs5)SC4=S)CC3)=NC2=O)cc1,16.0%
C=CCNC(=O)COc1ccc(Br)cc1,10.0%
Cc1ccc(C(=O)NC(=S)Nc2cccc(Cl)c2)cc1,11.0%
Cc1ccc(/C(O)=C2/C(=O)C(=O)N(c3ccccn3)C2c2cccc([N+](=O)[O-])c2)cc1 (stereo unspecified),4.0%
CC(C)c1ccc(NC(=O)c2cnccn2)cc1,6.0%
Cc1ccc(C(=O)Nc2ccc(Br)cc2C)c(Cl)c1,9.0%
COc1ccc(N=Cc2ccc(Cc3ccc(C=Nc4ccc(OC)cc4)c(Cl)c3)cc2Cl)cc1,0.0%
N/C(=N/N=C/c1ccc2c(c1)OCO2)c1ccccn1,2.0%
COc1ccc(/C=C2/C(=N)N3N=C(C(C)C)SC3=NC2=O)cc1OC,3.0%
Cc1ccc(/C=C2\SC(=S)N(CCC(=O)Nc3ccccc3O)C2=O)cc1,38.0%
O=[N+]([O-])c1ccc(N/N=C/c2cccc(O)c2O)cc1,24.0%
CS(=O)(=O)N1CCN(Cc2c[nH]c3ccccc23)CC1,0.0%
Cc1ccccc1C(=O)NC(N(C)Cc1ccccc1)C(Cl)(Cl)Cl (stereo unspecified),5.0%
COc1cc2ccccc2cc1C(=O)Nc1ccc(Cl)c([N+](=O)[O-])c1,16.0%
CCOC(=O)/C(N=Nc1ccccc1)=C(/O)CSC#N,10.0%
CC1CCN(c2cc(N3CCN(C(=O)c4ccc(F)cc4F)CC3)c([N+](=O)[O-])cc2F)CC1,10.0%
CCOc1cc(/C=N/NC(=O)c2ccccc2Cl)ccc1O,4.0%
O=C(Nc1ccc(F)cc1)Nc1nnc(-c2ccccc2I)s1,4.0%
O=C(COc1ccc([N+](=O)[O-])cc1)Nc1ccc(NC(=O)c2ccco2)cc1,6.0%
COc1cc(C(=O)NC(=S)Nc2ccc(Cl)c(Cl)c2)cc(OC)c1OC,0.0%
CC1CN(C(=O)CCc2ccccc2)CC(C)O1 (stereo unspecified),14.0%
O=C(N/N=C/c1ccc(Cl)c([N+](=O)[O-])c1)c1cc(O)cc(O)c1,3.0%
O=C1CC(c2ccc([N+](=O)[O-])cc2)C2=C(CCCC2=O)N1 (stereo unspecified),6.0%
CCSCCOC(=O)C1=C(C)NC(=O)NC1c1ccc(Cl)cc1 (stereo unspecified),22.0%
O=C(N1CCN(C(=O)C23CC4CCC(CC(C4)C2)C3)CC1)C12CCC3CC(CC(C3)C1)C2,2.0%
CC1=NN(C(=O)CCc2ccccc2)C(O)(c2ccncc2)C1 (stereo unspecified),4.0%
Cc1ccc(OCC(=O)Nc2cc([N+](=O)[O-])ccc2Cl)cc1,5.0%
CCOC(=O)C1=C(C)N=c2s/c(=C\c3cc(Cl)ccc3O)c(=O)n2C1c1ccc(OC)cc1 (stereo unspecified),0.0%
O=C1Nc2ccc(Br)cc2C1(c1ccc(O)cc1)c1ccc(O)cc1,41.0%
CC(Sc1ccc(Cl)cc1)C(=O)NC(C(C)C)C(C)C (stereo unspecified),10.0%
Cc1ccccc1Cn1c(-c2nonc2N)nc2ccccc21,5.0%
O=C(NCc1cccnc1)c1cccc(F)c1,5.0%
COc1cc([N+](=O)[O-])cc(/C=N/NC(=O)COc2c(Br)cc(Br)cc2Br)c1O,9.0%
CCOC(=O)N/N=C/c1ccc(Br)cc1,0.0%
COCCNC(=O)CN(c1ccc(OC)cc1)S(C)(=O)=O,6.0%
CC(C)(C)NC(=O)CN(c1cccc(C(F)(F)F)c1)S(C)(=O)=O,6.0%
O=C(Nc1nnc(-c2cccc(Br)c2)s1)Nc1ccc(Cl)cc1Cl,43.0%
Cc1cc(C)cc(NC(=O)/C=C/c2ccc(C)o2)c1,0.0%
COc1cc(/C=C2/SC(=S)N(CC(=O)Nc3ccccc3C(=O)O)C2=O)cc(OC)c1OC,8.0%
COc1cc(/C(O)=C(\C#N)c2nc3ccccc3n2C)cc(OC)c1OC,0.0%
Oc1ccc(C2NN=C(c3ccccc3)S2)cc1 (stereo unspecified),14.0%
Cc1ccc(C(C)C)c(OCCNC(=S)Nc2cccc3ccccc23)c1,35.0%
Cc1ccccc1-n1c(O)c(/C=C2\C=Nc3ccccc32)c(=O)[nH]c1=S,44.0%
CCOC(=O)c1ccc(NC(=S)N2CCN(C)CC2)cc1,7.0%
